IEC-6 cytotox – kills IEC-6 intestinal cells in KLF5 counter-screen; inhibition, % at 5 µM; hit rate 0.78% among 290,000; IEC-6 cytotoxicity, luminescence viability; in the data active means inhibition above about 22%;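 further: 0% = plate median of test compound wells and 100% = cytotoxic reference compound wells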
aSyn UTR inh – 5' untranslated region of α-synuclein, MLPCN primary screen; alpha-synuclein 5'UTR reporter, inhibitor activity; inhibition, % (tested at 7.5 µM); hit rate 0.82% among 300,000; in the data active means inhibition above about 60%; inconclusive means no clear call, values can overlap the other calls;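 further: H4 neuroglioblastoma cells stably carrying SNCA 5'UTR luciferase fusion; 0% = DMSO wells and 100% = positive control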
TRPC4 block – TRPC4 (mouse) channel inhibition | Q9QUQ5 | HEK293 TRPC4beta/mu-opioid, DAMGO-evoked Fluo4 calcium flux; stronger effect = lower value | B-score at 10 µM | hit rate 0.39% among 300,000;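 active means B-score over 3 SD under the library average, no early fluorescence shift, positive overall ratio signal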
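Assay system: HEK293 cells with stable TRPC4beta plus mu-opioid receptor expression. Dosing: single dose. Measured by: Fluo4 Ca2+ flux fluorescence. Also added: DAMGO in two steps, submaximal then maximal. Read-out: B score from integrated Fluo4 fluorescence ratio.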
MrgX1 antag – antagonists of human MrgX1 receptor | Q96LB2 | MRGX1-HEK293 calcium flux, Fluo-4, BAM8-22 antagonism; stronger effect = lower value | B-score at 10 µM | hit rate 1.3% among 310,000;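 active means calcium-response B-score plate-corrected more than 3 library SD below zero, starting fluorescence within 5 deviations, no agonist response on first addition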;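 further: peak minus trough fluorescence over baseline after final BAM8-22 challenge near maximal dose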
SKKanGAS inh – blocks kanamycin growth of S. pyogenes SKKanGAS strain | BacTiter-Glo, 6 h | inhibition, % at 7.5 µM | hit rate 1.3% among 300,000;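 active means mean replicate score, as percent of positive control median, at least 50; inconclusive means mean below 50 but one replicate at or above 50; inactive means mean and every replicate below 50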;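 further: strain carries kanamycin resistance gene driven by streptokinase promoter and grows in 40 µg/ml kanamycin; loss of luminescence reflects streptokinase promoter inhibition or plain growth inhibition; 0% = median of DMSO wells and 100% = positive control at its reference dose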
KLF5 inh – suppresses KLF5 promoter-driven expression; DLD-1 KLF5 promoter-luciferase reporter, luminescence; hit rate 0.23% among 290,000; inhibition, % at 5 µM;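 active means inhibition above a per-plate limit of that plate's mean compound inhibition plus 3 SD, cut at about 60% in these data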;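 further: 0% = DMSO wells and 100% = LY294002 at 200 µM; higher means less KLF5 promoter-driven luciferase light; inactives centre near -14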
TRPC4 agonist – TRPC4 (mouse) channel activation | B-score at 10 µM | hit rate 0.49% among 310,000 | HEK293 TRPC4beta/mu-opioid, Fluo4 calcium fluorescence; stronger effect = higher value | Q9QUQ5;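 active means B-score above 5 SD of library B-scores, and initial fluorescence ratio not above library mean plus 5 SD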;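 further: positive B-score marks a calcium rise read as TRPC4 activation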
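Assay system: HEK293 stable line with TRPC4beta plus mu-opioid receptor; schedule: 45 min room-temperature Fluo4 loading, 110 s read; technique: kinetic Fluo4 calcium fluorescence; evaluation: integrated baseline-normalised fluorescence ratio, converted to per-well B score; controls: buffer (low) and maximal DAMGO (high)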
HIF activator – HIF pathway transcriptional activation. U2OS HRE-luciferase reporter, luminescence; normalized: DMSO 0%, desferrioxamine 100%. activation, % at 7.5 µM (by protocol). hit rate 0.32% among 300,000. AID 1910;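 active means mean activation of at least 10% of the iron chelator positive control signal, with at least half of replicates also reaching 10%; inconclusive means mean and replicate majority disagree about reaching 10%; inactive means mean and most replicates under 10%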
TRPC6 activator – mouse TRPC6 channel activation | Q61143 | HEK293-TRPC6 membrane potential dye fluorescence; stronger effect = higher value | B-score at 10 µM | hit rate 0.13% among 310,000;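 active means B-score of the integrated fluorescence ratio above library mean plus 3 SD, and starting fluorescence ratio within library mean plus 5 SD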;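 further: higher score means more depolarization so channel activation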
Target sequence (Q61143 whole entry, looked up): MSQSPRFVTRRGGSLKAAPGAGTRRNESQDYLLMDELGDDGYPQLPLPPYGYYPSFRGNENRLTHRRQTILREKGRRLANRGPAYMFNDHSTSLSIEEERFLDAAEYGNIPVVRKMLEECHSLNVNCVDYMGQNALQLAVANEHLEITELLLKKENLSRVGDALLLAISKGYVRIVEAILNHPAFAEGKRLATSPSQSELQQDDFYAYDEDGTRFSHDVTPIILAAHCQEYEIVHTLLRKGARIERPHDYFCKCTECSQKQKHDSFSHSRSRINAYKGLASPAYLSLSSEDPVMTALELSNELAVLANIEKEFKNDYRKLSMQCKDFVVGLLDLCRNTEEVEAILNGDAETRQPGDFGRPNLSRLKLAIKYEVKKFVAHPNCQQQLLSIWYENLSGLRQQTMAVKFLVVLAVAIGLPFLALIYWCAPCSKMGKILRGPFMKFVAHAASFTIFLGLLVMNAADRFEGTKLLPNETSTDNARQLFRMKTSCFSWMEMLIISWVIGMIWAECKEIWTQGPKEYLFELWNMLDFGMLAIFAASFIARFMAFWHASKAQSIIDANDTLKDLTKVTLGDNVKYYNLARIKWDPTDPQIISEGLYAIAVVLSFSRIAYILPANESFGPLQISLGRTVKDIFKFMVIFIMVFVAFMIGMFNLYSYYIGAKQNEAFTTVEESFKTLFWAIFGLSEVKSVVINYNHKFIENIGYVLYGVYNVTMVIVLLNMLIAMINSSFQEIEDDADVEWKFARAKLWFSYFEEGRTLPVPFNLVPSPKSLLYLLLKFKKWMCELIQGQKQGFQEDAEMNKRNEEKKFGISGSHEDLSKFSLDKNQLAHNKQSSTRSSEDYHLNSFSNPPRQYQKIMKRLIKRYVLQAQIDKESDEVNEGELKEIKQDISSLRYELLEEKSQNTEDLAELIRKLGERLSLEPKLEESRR
TRPC4 potent – allosteric potentiators of mouse TRPC4 channel | hit rate 0.42% among 310,000 | HEK293 TRPC4beta/mu-opioid, DAMGO EC20, Fluo-4 Ca2+ flux; stronger effect = higher value | B-score at 10 µM;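 active means B-score of calcium response area above 5 SD of library B-scores, with initial fluorescence ratio within 5 SD of library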;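 further: B-score of integrated fluorescence ratio over time as area under calcium response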
TRPC6 inhibitor – blocks the mouse TRPC6 cation channel; HEK293-TRPC6, membrane potential dye, ACh-evoked depolarization; stronger effect = lower value; B-score at 10 µM; hit rate 1.1% among 310,000; AID 2553;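 active means B-score under library mean minus 3 SD, initial fluorescence not abnormally high, positive integrated signal ratio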;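 further: B-score derived from integrated fluorescence ratio over the kinetic read; more negative B-score means stronger inhibition of depolarization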
An asterisk follows results filed as active; i = inactive; ? = inconclusive; nt = not tested or not shown. The order is random. About 5.8% of those tested had a hit in this group.

SMILES | IEC-6 cytotox | aSyn UTR inh | TRPC4 block | MrgX1 antag | SKKanGAS inh | KLF5 inh | TRPC4 agonist | HIF activator | TRPC6 activator | TRPC4 potent | TRPC6 inhibitor
Nc1cccc(-c2nc3ccccc3s2)c1 | -9.4 | -66.5 | i | i | 4.6 | -110.6 | i | 2.4 | i | i | i
N#Cc1cnn(-c2ccc(F)cc2)c1N | 2.5 | -11.7 | i | i | 5.9 | -14.6 | i | 0.0 | i | i | i
Cc1csc(NC(=O)C(NS(=O)(=O)c2ccc(Br)s2)c2ccccc2)n1 (stereo unspecified) | -0.3 | -11.2 | i | i | 10.7 | -0.8 | i | 0.5 | i | i | i
CCC(=O)N1CCc2cc(S(=O)(=O)NC(Cc3ccccc3)C(=O)NC3CCCCC3)ccc21 (stereo unspecified) | -4.3 | 36.8 | i | nt | 1.8 | -14.6 | i | -0.6 | i | i | i
CC(=O)c1ccc(N(C)C)c2c(N(C)C)cccc12 | -3.6 | 3.2 | i | i | 1.8 | -3.8 | i | -0.9 | i | i | i
Cc1nn(C(C)C(=O)O)c2ccccc12 (stereo unspecified) | 0.1 | 13.6 | i | i | 1.0 | -18.6 | i | -0.1 | i | i | i
CC(C)C(=O)Nc1nnc(CCN2CCCCC2)s1 | -2.9 | 6.1 | i | i | 11.6 | -7.8 | i | 0.2 | i | i | i
COc1ccccc1OCc1ccc(C(=O)N2CCN(C(=O)c3ccco3)CC2)cc1 | 0.7 | -31.4 | i | i | -1.3 | -22.9 | i | -0.1 | i | i | i
CC1CCC(C(C)C)C(OC(=O)Cn2nnc3c(cnn3-c3ccccc3)c2=O)C1 (stereo unspecified) | -2.5 | 11.0 | i | i | 16.7 | 6.0 | i | -0.4 | i | i | i
CCc1ccc(/C=N/NC(=O)c2cc(-c3ccncc3)nc3ccccc23)s1 | 9.1 | 83.2* | i | i | 1.2 | 2.0 | i | -0.3 | i | i | i
Cc1cc(C)c(NC(=O)C(=O)NCc2ccco2)c(C)c1 | 0.6 | 5.2 | i | i | -0.2 | -30.6 | i | 0.2 | i | i | i
Cc1c(C(=O)OCCOc2ccc(Br)cc2)sc(=S)n1C | 1.6 | -8.7 | i | i | -7.4 | -18.2 | i | 0.0 | i | 11* | i
COc1ccc(C(=O)N/C(=C\c2cn(C)c3ccccc23)C(=O)N2CCOCC2)cc1OC | 3.1 | 0.1 | i | i | 4.5 | -22.5 | i | -0.2 | i | i | i
COC(=O)CNC(=O)Cn1cnc2sc(C)c(S(=O)(=O)N3CCC(C)CC3)c2c1=O | 5.7 | -1.5 | i | i | -4.0 | 4.9 | i | -0.1 | i | i | i
CC(=O)Nc1ccc(-c2nnc(SCC(=O)n3c4c(c5ccccc53)CCCC4)n2C)cc1 | 2.3 | 18.9 | i | nt | 2.1 | -16.7 | i | 0.0 | i | i | i
CCCC(C)NC(=O)c1ccc(C2SCC(=O)N2Cc2ccco2)cc1 (stereo unspecified) | -2.1 | -12.1 | i | i | -12.7 | -13.7 | i | -0.1 | i | i | i
CCN(CC(=O)Nc1c(F)cccc1F)C(=O)C1CC(=O)N(CCc2ccccc2)C1 (stereo unspecified) | nt | -4.9 | i | i | -1.4 | nt | i | 0.8 | i | i | i
Cc1n[nH]c(C)c1CCC(=O)N/N=C/c1c[nH]c2ccccc12 | 4.5 | 6.0 | i | i | 0.5 | -3.2 | i | 0.5 | i | i | i
Cc1ccc2c(c1)N=C(c1ccc(Cl)cc1)CO2 | 3.3 | -152.0 | i | i | -5.6 | -21.6 | i | 2.6 | i | i | i
O=C1C2C3C=CC(C3)C2C(=O)N1c1nccs1 (stereo unspecified) | -1.2 | 27.2 | i | i | 0.4 | -0.8 | i | -0.1 | i | i | i
O=C(NC(=S)Nc1ccc(S(=O)(=O)Nc2ccccc2)cc1)C1CC1 | 7.4 | -0.9 | i | i | nt | 4.2 | i | -0.6 | i | i | i
Cc1ccc(N=C2SC(C(=O)NCCc3ccccc3)CC(=O)N2C)cc1C (stereo unspecified) | -7.0 | 12.0 | i | i | -3.6 | -14.8 | i | -0.9 | i | i | i
COc1ccc(-n2nc([N+](=O)[O-])c(=NC3CCN(Cc4ccccc4)CC3)n2O)cc1 | 8.3 | -0.6 | i | i | 4.5 | 4.5 | i | 0.5 | i | i | i
CCOc1ccc(CCNC(=O)c2c(C)noc2C)cc1OCC | nt | -0.7 | i | i | 35.8 | nt | i | -0.2 | i | i | i
Cc1ccccc1NC(=O)Cn1c(C)nc2ccc(N)cc2c1=O | 1.5 | -1.3 | i | i | -5.5 | -3.0 | i | 0.4 | i | i | i
Cc1ccc(N/C(=N/S(=O)(=O)c2cccs2)c2ccccc2)c(C)c1 | -3.7 | -10.2 | i | i | -0.3 | -32.2 | i | 1.9 | i | i | i
O=C(COC(=O)c1ccccc1)NCC1CCCO1 (stereo unspecified) | -5.3 | 0.7 | i | i | -4.6 | -22.9 | i | -0.2 | i | i | i
Cc1cc(C)c2cc(CN(CCO)C(=O)NC3CCCCC3)c(=O)[nH]c2c1 | -5.2 | 18.1 | i | i | 11.0 | -19.3 | i | -0.2 | i | i | i
COc1cc(-c2nc3sc(C)c(C)c3c(=O)o2)cc(OC)c1OC | 5.6 | -1.6 | i | i | -3.5 | 1.3 | i | 0.4 | i | i | i
O=C(CN1CCN(Cc2ccccc2)CC1)Nc1ccc(Cl)cn1 | 5.9 | -38.2 | i | i | 4.9 | -7.5 | i | 0.1 | i | i | i
Cc1cc(C)nc(Nc2n[nH]c(-c3ccccc3Br)n2)n1 | 4.5 | -115.4 | i | i | -0.1 | 1.1 | i | 1.0 | i | i | i
O=C(CCCSc1nc2ccccc2[nH]1)N1CCN(c2ccccc2)CC1 | -8.7 | -18.7 | i | i | 8.5 | -30.2 | i | -0.2 | i | i | i
COc1ccc(S(=O)(=O)NC2CC3CCC2C3)cc1Cl (stereo unspecified) | -5.2 | -12.7 | i | i | 0.1 | -2.9 | i | -0.8 | i | i | i
NS(=O)(=O)c1cc(C(=O)OCCNC(=O)c2ccccc2)c(Cl)cc1Cl | nt | 6.4 | i | i | -3.4 | nt | i | 0.0 | i | i | i
COc1ccccc1-n1c(CNC(=O)COc2ccccc2)n[nH]c1=S | -4.2 | -13.7 | i | i | -0.1 | -21.1 | i | -0.1 | i | i | i
CCN(CC)S(=O)(=O)c1ccc2c(c1)nc(SCC(=O)NCC1CCCO1)n2CC (stereo unspecified) | nt | 3.1 | i | i | 40.0 | nt | i | -0.1 | i | i | i
COc1ccc(OCC(=O)N/N=C/C=C/c2ccccc2)cc1 | -2.3 | -6.6 | i | i | -7.0 | -16.2 | i | 0.0 | i | i | i
O=C(NC1CCSc2ccccc21)c1ccc([N+](=O)[O-])cc1 (stereo unspecified) | 0.9 | -7.8 | i | i | 0.8 | -38.1 | i | 0.6 | i | i | i
CCOC(=O)c1c(C)[nH]c(C)c1C(=O)COC(=O)/C=C/c1ccc(Cl)cc1 | 0.1 | 23.3 | i | i | -2.3 | -29.6 | i | 0.0 | i | i | i
Cc1ccc(C)c(S(=O)(=O)N2CCN(C(=O)CCNC(=O)c3ccc(Br)cc3)CC2)c1 | nt | 19.6 | i | i | 7.2 | nt | i | -0.2 | i | i | i
CCOC(=O)c1[nH]c2ccc(OCC)cc2c1NC(=O)CN1CCC2(CC1)OCCO2 | 0.0 | -19.7 | i | i | 11.4 | 2.6 | i | 0.3 | i | i | i
C=CCOc1c2ccc(C(=O)NCc3ccc(C)cc3)cc2nn1C | 5.8 | 2.9 | i | i | 1.3 | -8.2 | i | -0.7 | i | i | i
CCCNC(=O)NC(=O)CN1CCCC1c1ccc2c(c1)OCCO2 (stereo unspecified) | -0.9 | -8.4 | i | i | -2.0 | -15.1 | i | 0.7 | i | i | i
COc1c(/C=C2\SC(=Nc3ccccc3Cl)NC2=O)cccc1[N+](=O)[O-] | 0.3 | 1.8 | i | i | 15.8 | -13.1 | i | 2.1 | i | i | i
CCOc1ccc(/C=C/C2=CC(C)(C)NC(=S)N2)cc1 | 9.6 | -15.4 | i | i | 7.9 | 4.9 | i | -0.2 | i | i | i
O=C(CN1CCCCC1)c1c[nH]c2ccccc12 | 0.9 | 23.4 | i | i | -0.1 | -15.7 | i | -13.5 | i | i | i
CC(=O)OC1COC(N2CCc3cc(Br)c([N+](=O)[O-])cc32)C(OC(C)=O)C1OC(C)=O (stereo unspecified) | -2.0 | -1.2 | i | i | -0.7 | -21.9 | i | 0.3 | i | i | i
O=C(CSc1cccc[n+]1[O-])Nc1cc(S(=O)(=O)N2CCOCC2)ccc1N1CCOCC1 | -2.5 | 10.6 | i | i | 5.2 | -26.7 | i | 0.6 | i | i | i
O=C(NCCCc1ccccc1)C(=O)NCC1OCCN1S(=O)(=O)c1ccccc1 (stereo unspecified) | -1.9 | 33.4 | i | i | 0.7 | -20.3 | i | -0.3 | i | i | i
O=c1cc(C(F)(F)F)[nH]c2c(C(F)(F)F)cccc12 | 2.6 | 0.2 | i | i | ? | 6.9 | i | -0.1 | i | i | -10.2*

Other structures:
SMILES | IEC-6 cytotox | aSyn UTR inh | TRPC4 block | MrgX1 antag | SKKanGAS inh | KLF5 inh | TRPC4 agonist | HIF activator | TRPC6 activator | TRPC4 potent | TRPC6 inhibitor
COc1cccc(NC(=S)NC2CC3CCCC(C2)N3CC(C)C)c1 (stereo unspecified) | -0.3 | -2.9 | i | i | -4.3 | -15.9 | i | 1.3 | i | i | i
COCC(=O)N1CCC(n2nnc3cc(C(F)(F)F)ccc32)CC1 | -2.9 | 4.1 | i | i | -13.8 | 10.6 | i | 0.0 | i | i | i
COC(=O)c1ccc(NC(=O)CSC2=Nc3ccccc3C3CC=NN23)cc1 (stereo unspecified) | -1.5 | -2.9 | i | i | 16.4 | -38.1 | i | 0.0 | i | i | i
CC(=O)N1CCC(=NNc2nc3ccccc3[nH]2)CC1 | 3.5 | -66.4 | i | i | 5.1 | -107.5 | i | 22.1* | i | i | i
COC(=O)Cc1c(C)c2ccc(OCC(=O)c3ccc(OC)c(OC)c3)cc2oc1=O | 1.3 | 15.1 | i | i | -0.8 | 6.3 | i | 0.1 | i | i | i
CCN(CC)c1ccc(Nc2nc(-c3cccnc3)cs2)cc1 | 0.7 | -210.1 | i | i | -5.2 | -118.9 | i | 3.0 | i | i | i
CC(=O)N(Cc1ccco1)Cc1cc2cccc(C)c2n2nnnc12 | -5.1 | -14.9 | i | i | -6.5 | -13.6 | i | 1.2 | i | i | i

Compound activity: PubChem, several laboratories
